Assay outcomes (PubChem)
HCV inhibitor = qHTS Assay for Inhibitors of Hepatitis C Virus (HCV); 340,000 tested, 3.4% active; Huh7.5.1 HCVcc-Cre infection, luciferase reporter, 44 h; Potency, µM (highest dose often 41.8 µM), for the others: at the top dose activity change, negative = inhibition, hits mostly inhibitors; note: potency is the fitted concentration of half-maximal effect; % is set by controls: 0 for no effect and ±100 for the full control effect
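Luciferase read-out (15 sec integration) after a 15 min room-temperature substrate step quantifies HCVcc-Cre infection. Cells, 1,000 per well, had compound added 4 h post-plating, then virus at ~0.5 moi, and were cultured 44 h.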
Shiga inhibitor = A qHTS for Small Molecule Inhibitors of Shiga Toxin | Vero cells, Shiga toxin protein synthesis inhibition reporter | inhibition, % at 38.7 µM | 290,000 tested, 9.2% active; in the data active = inhibition mostly above about 28%, no sharp cut-off; inactive = mostly below about 43%; note: 0% is about no effect
Pf growth 96h = Primary qHTS for delayed death inhibitors of the malarial parasite plastid, 96 hour incubation | P. falciparum luciferase reporter growth, 96 h | Potency, µM (titrated, usually from 28.7 µM), inactives show at the top dose activity change, negative = inhibition, actives largely listed as inhibitors | 320,000 tested, 6.9% active | AID 504834, 2011; note: potency is the fitted concentration of half-maximal effect; % is set by controls: 0 for no effect and ±100 for the full control effect
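Infected RBCs, 2% Hct / 0.05% parasitemia final; luciferase-reporter P. falciparum; cpd 96 h, 37 C, 5% CO2; luciferase detection reagent; luminescence.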
Pf growth 48h = Primary qHTS for delayed death inhibitors of the malarial parasite plastid, 48 hour incubation | P. falciparum luciferase growth in erythrocytes, 48 h | Potency, µM (series often up to 28.7 µM), without a hit: at the top dose activity change, negative = inhibition, usual class: inhibitors | 310,000 tested, 5.9% active; note: potency is the fitted concentration of half-maximal effect; % is set by controls: 0 for no effect and ±100 for the full control effect
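A one-generation exposure of luciferase-tagged malaria parasites in RPMI 1640/Albumax erythrocyte culture, 37 C and 5% CO2. Inhibition is inferred from decreased luminescence after adding detection reagent.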
CHX counter = Cycloheximide Counterscreen for Small Molecule Inhibitors of Shiga Toxin; cell reporter, cycloheximide protein synthesis inhibition counterscreen; max response, %; 300,000 tested, 12% active; in the data active = max response mostly above about 13%, no sharp cut-off; inactive = mostly below about 14%; note: read at 38.3 µM for the half of the compounds with a filed dose; 0% is about no effect
FBPA Giardia inh = qHTS Assay for Inhibitors of Fructose-1,6-bisphosphate Aldolase from Giardia Lamblia. Potency, µM (top dose mostly 59.6 µM), inactives show at the top dose activity, negative = inhibition, actives largely listed as inhibitors. AID 2451, 2010. purified Giardia FBPA. A8B2U2. 290,000 tested, 0.71% active; note: potency is the fitted concentration of half-maximal effect; % is set by controls: 0 for no effect and ±100 for the full control effect; nearly all actives have a fitted effect of over 55% in size
Target sequence (A8B2U2 whole entry, looked up): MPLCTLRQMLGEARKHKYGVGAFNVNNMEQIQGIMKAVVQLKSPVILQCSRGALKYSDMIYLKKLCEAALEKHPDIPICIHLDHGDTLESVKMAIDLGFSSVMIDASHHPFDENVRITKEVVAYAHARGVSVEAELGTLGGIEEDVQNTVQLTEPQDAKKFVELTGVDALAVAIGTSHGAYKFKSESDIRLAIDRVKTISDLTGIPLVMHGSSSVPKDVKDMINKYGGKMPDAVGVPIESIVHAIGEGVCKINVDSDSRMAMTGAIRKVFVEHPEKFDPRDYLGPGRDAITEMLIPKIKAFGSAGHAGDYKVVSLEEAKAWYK
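Giardia FBPA (40 nM reagent) was preincubated 10 min at RT with compound (up to 57.5 uM final), then substrate plus GAPDH/TPI/NAD/arsenate coupling system with diaphorase/resazurin was added; resorufin fluorescence (525/598 nm) was read after 20 min.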
The depositor's hits bear a star; ? = inconclusive; · = not tested or not shown; & = joins results of further samples; [ ] = another dose, or the depositor's remark. Unless noted, calls come from the whole dose curve; as a rule, active = well fitted curve in the direction sought with a large enough effect; inconclusive = small, poorly fitted or top-dose-only effect, or another doubt; inactive = no such curve, though single readings can be large; an effect the other way counts as inactive or inconclusive.

SMILES	HCV inhibitor	Shiga inhibitor	Pf growth 96h	Pf growth 48h	CHX counter	FBPA Giardia inh
O=S(=O)(NCC(c1cccnc1)N1CCN(Cc2ccccc2)CC1)c1cc(F)ccc1F (stereo not drawn)	4%	-12	10µM*	?	-3	·
NNC(=O)c1cccc(Cn2cc(Br)c([N+](=O)[O-])n2)c1	3%	-4	-15%	?	3	-8%
CC(=O)Nc1ccc(SCC(CC(C)C)N2CCN(C)CCC2=O)cc1 (stereo not drawn)	·	6	·	·	2	5%
CC(=O)c1ccc(N2CCN(Cc3nc4ccccc4[nH]3)CC2)cc1	4%	17	-20%	?	-2	9%
CC(c1nnnn1C(C)(C)C)N(Cc1cccnc1)Cc1ccccc1Cl (stereo not drawn)	?	-16	·	13µM*	-4	-1%
Cc1cc(NCCCn2ccnc2)n2c(nc3ccccc32)c1C#N	-22%	0	?	?	-2	-6%
Cc1cc2n(n1)C(c1cn(-c3ccccc3)nc1C)Nc1c(C)cccc1-2 (stereo not drawn)	-5%	2	-29%	-23%	-1	3%
Cc1ccc2occ(C(c3nnnn3Cc3ccccc3)N3CCOCC3)c(=O)c2c1 (stereo not drawn)	?	4	-4%	?	1	18%
O=C(c1cc2cc(Cl)ccc2oc1=O)N1CCCC1	-2%	-4	·	-7%	10	2%
Cc1cc(NC(=O)COC(=O)C2CCCN2C(=O)c2cccs2)no1 (stereo not drawn)	4%	-4	·	1%	-3	6%
Cc1ccccc1NS(=O)(=O)c1ccc(C(=O)N2CCCC2)cc1	3%	·	16%	-32%	·	·
Cc1ccc(-c2c[n+](CC(=O)Nc3nc(-c4ccc(F)cc4)cs3)c3n2CCC3)cc1	?	-13	3.7µM*	?	6	1%

Shown as a markdown table: two of the compounds above
| molecule | HCV inhibitor | Shiga inhibitor | Pf growth 96h | Pf growth 48h | CHX counter | FBPA Giardia inh |
| --- | --- | --- | --- | --- | --- | --- |
| CC(c1nnnn1C(C)(C)C)N(Cc1cccnc1)Cc1ccccc1Cl (stereo not drawn) | ? | -16 | · | 13µM* | -4 | -1% |
| CC(=O)Nc1ccc(SCC(CC(C)C)N2CCN(C)CCC2=O)cc1 (stereo not drawn) | · | 6 | · | · | 2 | 5% |

Going on with the list.
SMILES	HCV inhibitor	Shiga inhibitor	Pf growth 96h	Pf growth 48h	CHX counter	FBPA Giardia inh
Cc1cc2oc(C(=O)NCc3ccc(S(N)(=O)=O)cc3)c(C)c2cc1C	-10%	-14	-6%	1%	8	7%
CC(=O)NN1C(=O)c2ccc(Oc3ccc([N+](=O)[O-])cc3)cc2C1=O	12%	17	18%	33%[activator]	-3	2%
NC(=O)c1ccccc1OCC(=O)Nc1ccc2c(c1)OCCO2	-22%	·	71%[activator]	108%[activator]	·	·
Cn1ccsc1=NC(=O)c1cccc(OC(F)F)c1	0%	92*	109%[activator]	·	45*	9%
O=C1c2cccc3c([N+](=O)[O-])ccc(c23)C(=O)N1CCc1ccccn1	9%	1	24%	10%	-2	1%
O=C(O)CN1C(=O)CC(c2ccccc2)CC1=O	19%	-4	?	21%	-2	8%
O=C(NC1CCCCCC1)C1CCN(S(=O)(=O)c2ccc(F)cc2)CC1	12%	-8	6%	?	-3	13%
Cc1c(OCC(=O)N2CCN(c3ccccc3)CC2)ccc2c3c(c(=O)oc12)CCCC3	?	-5	?	?	-1	·
CCOc1ccc(CN2CCN(Cc3ccc(C)o3)CC2CCO)cc1 (stereo not drawn)	3%	-9	?	18%	9	-1%
O=C(CCCCCN1C(=O)C2C3C=CC(C3)C2C1=O)Nc1nccs1 (stereo not drawn)	2%	18	2.3µM*	·	-5	2%
O=C(NCc1ccccc1)NC(=O)c1ccccc1F	-18%	33*	?	60%[activator]	28*	-1%
O=C(NCCN1CCOCC1)c1ccc2c(c1)N(Cc1ccccc1F)C(=O)CS2	6%	-4	?	1%	-4	-5%
NC(=O)c1ccc(-c2ccc(Br)cc2)o1	-15%	56*	-50%	?	13	-1%
O=C(C1CCCN(S(=O)(=O)c2cccs2)C1)N1CCN(C2CCCCC2)CC1 (stereo not drawn)	-8%	35	52%[activator]	-28%	0	0%
CC1(C)C(=O)Nc2ccccc2N1C(=O)COc1cc(Cl)ccc1Cl	-15%	·	?	12µM*	·	·
COC(=O)C1=C(c2cccc(C#N)c2)C[C@@H]2CC[C@H]1N2C(=O)N1CCOCC1	-10%	·	14%	-3%	·	·
CC(=O)CSc1ncnc2scc(-c3ccc(F)cc3)c12	11%	4	24%	?	6	6%
O=c1c2[nH]c3ccccc3c2nc2n1CCS2	8%	23	32%[activator]	10%	11	-1%
CC1CN(C(=O)COC(=O)c2ccccc2O)CC(C)O1 (stereo not drawn)	4%	-6	7%	23%	-1	·
CCN1CC(CN(C)Cc2cn(-c3ccc(C)cc3)nc2-c2ccc(F)cc2)CC1=O (stereo not drawn)	6%	-1	4%	?	-2	1%
CCN1CCCC1CNC(=O)c1ccc2c(c1)N(Cc1ccccc1F)C(=O)c1ccccc1S2(=O)=O (stereo not drawn)	10µM*	-7	11%	9.3µM*	-4	·
O=C1c2ccccc2C(=O)N1OS(=O)(=O)c1ccc(F)cc1	2%	5	24%	18%	11	4%
CCCN1CCc2c(sc(NC(=O)c3ccc(S(=O)(=O)N4CCCC4)cc3)c2C(N)=O)C1	-6%	-8	?	9.3µM*	-2	-4%
O=C(NC(NC(=S)Nc1ccc(Cl)c(Cl)c1)C(Cl)(Cl)Cl)c1ccco1 (stereo not drawn)	?	-6	67%[activator]	?	-1	-9%

Looked up above.
In CHX counter, CCN1CCCC1CNC(=O)c1ccc2c(c1)N(Cc1ccccc1F)C(=O)c1ccccc1S2(=O)=O (stereo not drawn) has -4
In CHX counter, CCCN1CCc2c(sc(NC(=O)c3ccc(S(=O)(=O)N4CCCC4)cc3)c2C(N)=O)C1 has -2
In Shiga inhibitor, O=C1c2ccccc2C(=O)N1OS(=O)(=O)c1ccc(F)cc1 has 5

Other compounds follow.
SMILES	HCV inhibitor	Shiga inhibitor	Pf growth 96h	Pf growth 48h	CHX counter	FBPA Giardia inh
O=C(CCCc1ccccc1)Nc1ccc2c(c1)OCCO2	-14%	66*	2%	126%[activator]	36*	-11%
C#Cc1ccc([C@@H]2C=C(C(=O)N3CCOCC3)O[C@H](OCC)[C@H]2CCCO)cc1	6%	15	?	?	11	4%
Cc1ccc([N+](=O)[O-])cc1-c1ccc(/C=C(\C#N)c2[nH]nc(N)c2C#N)o1	?	28	108%[activator]	?	20*	-1%
COc1ccc(/C=N/Nc2nc(C)nc(N)n2)cc1	18%	32	?	-13%[0.00184 µM]	17	-23%
CN(CC(=O)Nc1ccccc1Cl)C(=O)COC(=O)/C=C/c1cccs1	-14%	·	30%[activator]	2%	·	·
CC1=C2C[C@H]3[C@@H](CC=C4C[C@@H](O)CC[C@@]43C)[C@@H]2CC[C@]12O[C@@H]1C[C@H](C)CN[C@H]1C2C (stereo partly drawn)	·	-9	·	·	-2	1%
C=CCn1c(CCCNC(=O)c2ccccc2OC)nc2ccccc21	0%	25	57%[activator]	-13%	6	0%
CCCS(=O)(=O)N1CCN(C(=O)c2cccc(OC)c2)CC1	12%	26	17%	10%	7	0%
CCOC(=O)c1ccc(NC(=O)CSc2ccc(-c3cccnc3)nn2)cc1	?	54	-21%	-21%	16*	-5%
CC1CCN(c2nc3ccccc3nc2C(C#N)C(=O)OC2CCCCC2)CC1 (stereo not drawn)	-30%	-10	?	19%	3	1%
CN(C)S(=O)(=O)Nc1ccc(C(=O)O)cc1	5%	14	83%[activator]	23%	9	2%
O=C(Nc1cccn(Cc2c(Cl)cccc2Cl)c1=O)c1ccc(Cl)cc1	?	-5	?	?	2	0%

For convenience, some entries already given:
SMILES	HCV inhibitor	Shiga inhibitor	Pf growth 96h	Pf growth 48h	CHX counter	FBPA Giardia inh
CCOC(=O)c1ccc(NC(=O)CSc2ccc(-c3cccnc3)nn2)cc1	?	54	-21%	-21%	16*	-5%
CC1CCN(c2nc3ccccc3nc2C(C#N)C(=O)OC2CCCCC2)CC1 (stereo not drawn)	-30%	-10	?	19%	3	1%
CN(C)S(=O)(=O)Nc1ccc(C(=O)O)cc1	5%	14	83%[activator]	23%	9	2%
O=C(Nc1cccn(Cc2c(Cl)cccc2Cl)c1=O)c1ccc(Cl)cc1	?	-5	?	?	2	0%

Next records follow:
SMILES	HCV inhibitor	Shiga inhibitor	Pf growth 96h	Pf growth 48h	CHX counter	FBPA Giardia inh
CCOc1ccc(CC2CCC(=O)NC2=O)cc1 (stereo not drawn)	3%	11	-29%	7%	-3	5%
Cc1ccc(S(=O)(=O)N(C)C)cc1NC(=O)C1CCCN(C(=O)c2ccc(Cl)cc2)C1 (stereo not drawn)	?	·	4.7µM*	7.4µM*	·	·
Cc1noc(/C=C/N(C)C)c1S(=O)(=O)N1CCC(C(=O)NC(C)(C)C)CC1	13%	-2	?	-16%	5	·
CCCCCCCC1CC(CSC(=N)N)OC1=O (stereo not drawn)	?	-6	·	?	-2	0%
O=C(Nc1ccccc1C(F)(F)F)N1CCCC1c1cccnc1 (stereo not drawn)	-2%	-5	0%	11%	8	0%
CC(=O)Nc1ccc(S(=O)(=O)NC2CCS(=O)(=O)C2)cc1Cl (stereo not drawn)	-1%	-9	0%	12%	-2	6%
CCCCn1c(N)c(N(CC(C)C)C(=O)c2cc(-c3ccc(F)cc3)nc3ccccc23)c(=O)[nH]c1=O	9%	·	?	12µM*	·	·
CCOc1ccccc1-n1c(SCC(=O)NC2CCCC2)nnc1-c1ccoc1C	?	1	?	?	-2	13%
COCC1CCN(C(=O)C2CCC(=O)N(CCc3ccc(Cl)cc3)C2)CC1 (stereo not drawn)	-6%	5	0%	22%	-3	12%
COC1CCCN(C(=O)c2ccc(OC3CCN(CCc4ccccc4)CC3)cc2)C1 (stereo not drawn)	-9%	-24	?	11%	10	2%
CCCCOc1cc(C)nc(NCc2ccccc2)n1	-9%	8	?	13µM*	14	20%
CCCCC/C=C\C/C=C\C/C=C\C/C=C\CCCC(=O)Nc1ccc(O)cc1C	·	5&-4	·	·	-1&15	-8%&-11%
CCCCn1c(-c2ccc(Cl)cc2)nc2c(=O)n(C)c(=O)[nH]c21	7%	19	·	16%	1	?
COc1cccc(N2CCN(C(=O)Nc3ccccc3Cl)CC2)c1	9%	25	7%	-9%[5.75 µM]	1	9%
COc1ccc(NS(=O)(=O)c2ccc3oc(=S)[nH]c3c2)cc1	1%	-8	0%	24%	-3	5%
COc1cc(-c2cn[nH]c2N)cc(OC)c1OC	-3%	-8	?	·	0	-14%
